EBNA-1 inh: EBNA-1 DNA-binding inhibitors, primary screen, biochemical, fluorescence polarization. inhibition, % at 14.8 µM. hit rate 0.34% among 300,000; in the data active = inhibition above about 28%
ZTA DNA inh: blocks Epstein-Barr virus ZTA, an EBNA-1 counter-screen. inhibition, % at 11 µM. P03206. hit rate 0.15% among 320,000. AID 2234. ZTA-DNA binding, fluorescence polarization; in the data active = inhibition above about 33%
Target sequence (P03206 whole entry, looked up): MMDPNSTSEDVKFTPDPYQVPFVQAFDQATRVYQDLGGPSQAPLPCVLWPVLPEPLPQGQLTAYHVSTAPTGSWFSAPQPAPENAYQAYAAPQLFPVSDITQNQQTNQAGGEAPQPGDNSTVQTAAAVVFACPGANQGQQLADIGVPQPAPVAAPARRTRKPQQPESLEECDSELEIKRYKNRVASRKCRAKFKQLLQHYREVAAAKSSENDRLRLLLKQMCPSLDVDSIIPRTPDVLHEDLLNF
PAFAH2 inh: PAFAH2 enzyme inhibitors, primary screen, biochemical, fluorescence polarization, human; Platelet-activating factor acetylhydrolase 2, cytoplasmic (Homo sapiens), Q99487; recombinant PAFAH2, FP-rhodamine activity probe; inhibition, % at 3.39 µM; hit rate 0.99% among 340,000;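 active = inhibition above the mean over all tested compounds plus 3 SD, cut at about 30% in these data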;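 also: inhibitors block probe labeling of enzyme so polarization drops; 0% = enzyme with DMSO and 100% = wells lacking PAFAH2 protein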
PREPL inhibitor: PREPL enzyme inhibitors, primary screen, biochemical, fluorescence polarization | AID 2751, 2010 | recombinant PREPL, fluorescence polarization activity-based probe | hit rate 0.68% among 320,000 | inhibition, % at 5.96 µM; in the data active = inhibition above about 43%;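 also: 0% = enzyme with DMSO and 100% = wells lacking enzyme; many of its hits are not listed in these tables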
LYPLA2 inh: LYPLA2 inhibitors, primary screen, counter-screen for PME1 inhibitor project, biochemical, fluorescence polarization, FP-Rh probe ABPP; hit rate 0.38% among 320,000; AID 2177, 2009; Acyl-protein thioesterase 2 (Homo sapiens), O95372; recombinant LYPLA2; inhibition, % at 5.9 µM;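 active = inhibition above the screen-wide mean plus 3 SD, limit set per campaign, cut at about 26% in these data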;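 also: 0% = LYPLA2 with DMSO and 100% = wells lacking LYPLA2 enzyme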
Target sequence (O95372 whole entry, looked up): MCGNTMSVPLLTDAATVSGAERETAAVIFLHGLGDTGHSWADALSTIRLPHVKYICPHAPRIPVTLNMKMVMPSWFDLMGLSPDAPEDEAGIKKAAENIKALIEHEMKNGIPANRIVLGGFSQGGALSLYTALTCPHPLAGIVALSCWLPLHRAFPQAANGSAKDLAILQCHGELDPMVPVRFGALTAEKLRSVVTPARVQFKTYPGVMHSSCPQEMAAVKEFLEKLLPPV
LYPLA1 inh: LYPLA1 inhibitors, primary screen, counter-screen for PME1 inhibitor project, biochemical, fluorescence polarization, FP-Rh probe ABPP. Acyl-protein thioesterase 1 (Homo sapiens), O75608. recombinant LYPLA1. inhibition, % at 5.9 µM. hit rate 0.16% among 320,000;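 active = inhibition above the mean of all tested compounds plus 3 SD, set per campaign, cut at about 14% in these data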;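 also: inhibitors block serine hydrolase probe labeling of LYPLA1 so polarization falls; 0% = enzyme with DMSO and 100% = wells lacking LYPLA1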
PAD4 inh: human PAD4 inhibitors, primary screen, biochemical, fluorescence polarization, 1536-well format. Protein-arginine deiminase type-4 (Homo sapiens), Q9UM07. recombinant PAD4, RCA probe fluorescence polarization. inhibition, % at 6.36 µM. hit rate 0.41% among 330,000. AID 485272, 2010;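 active = percent inhibition above a cutoff equal to the mean of all tested compounds plus 3 SD, cut at about 15% in these data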;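 also: 0% = PAD4 with RCA probe and DMSO and 100% = probe without PAD4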
GSTO1 counter: inhibitors of recombinant GSTO1, primary screen, counter-screen for RBBP9 inhibitor project, biochemical, fluorescence polarization | Glutathione S-transferase omega-1 (Homo sapiens), P78417 | activity-based probe fluorescence polarization | inhibition, % at 5.96 µM | hit rate 1.1% among 300,000 | AID 1974, 2009;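 active = inhibition above the campaign mean inhibition plus 3 SD, cut at about 35% in these data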;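 also: 0% = GSTO1-1 with DMSO and 100% = wells lacking GSTO1-1 enzyme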
Target sequence (P78417 whole entry, looked up): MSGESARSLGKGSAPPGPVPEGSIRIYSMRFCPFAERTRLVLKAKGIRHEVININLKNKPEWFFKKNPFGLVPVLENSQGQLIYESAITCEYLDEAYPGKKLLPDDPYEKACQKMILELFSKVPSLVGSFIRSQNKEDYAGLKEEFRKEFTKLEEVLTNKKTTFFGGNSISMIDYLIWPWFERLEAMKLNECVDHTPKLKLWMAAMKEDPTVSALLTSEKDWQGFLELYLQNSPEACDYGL
PAFAH1B3 FP inh: PAFAH1B3 enzyme inhibitors, primary screen, biochemical, fluorescence polarization, human | hit rate 0.28% among 340,000 | Platelet-activating factor acetylhydrolase IB subunit alpha1 (Homo sapiens), Q15102 | recombinant PAFAH1B3, FP-rhodamine probe | inhibition, % at 3.39 µM;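 active = inhibition above the screen-wide average of all tested compounds plus 3 SD, cut at about 25% in these data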;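 also: 0% = enzyme with DMSO only and 100% = wells lacking PAFAH1B3 protein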
Target sequence (Q15102 whole entry, looked up): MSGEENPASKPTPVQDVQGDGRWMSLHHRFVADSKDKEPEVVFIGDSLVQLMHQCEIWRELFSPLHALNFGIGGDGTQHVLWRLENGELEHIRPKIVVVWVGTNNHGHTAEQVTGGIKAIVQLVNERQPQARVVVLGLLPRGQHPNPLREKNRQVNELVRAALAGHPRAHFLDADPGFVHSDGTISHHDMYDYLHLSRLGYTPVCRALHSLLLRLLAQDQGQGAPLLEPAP
Numbers without * were called inactive; / = not tested or not shown.

Sequence of screens – EBNA-1 inh	ZTA DNA inh	PAFAH2 inh	PREPL inhibitor	LYPLA2 inh	LYPLA1 inh	PAD4 inh	GSTO1 counter	PAFAH1B3 FP inh
#1 N#C/C(=N\Nc1cc(Cl)cc(Cl)c1)c1nnc2n1CCCCC2
    1	10	6	0	0	-6	-4	-18	4
#2 COc1ccc(C(=O)OC(C)C(=O)NC(C)CCc2ccccc2)cc1OC (configuration not stated)
    7	12	7	-14	-1	1	5	6	-2
#3 COc1cc(CCCN2C(N)=NC[C@H]2Cc2ccc(O)cc2)cc(OC)c1OC
    -10	-9	5	9	2	1	-1	-6	2
#4 O=C1Nc2cc(Cl)c(Cl)cc2N(O)N1c1cc(Cl)cc(Cl)c1
    -2	-7	-4	-4	-2	-1	4	-11	-1
#5 Cc1cccc(C(=O)Nc2nnc(-c3ccncc3)o2)c1
    5	26	-5	5	3	3	-2	-8	-2
#6 CC1Sc2ccc(S(=O)(=O)NCCc3ccc(S(N)(=O)=O)cc3)cc2NC1=O (configuration not stated)
    -5	-2	0	-8	5	2	-6	18	4
#7 COCCn1c(SCC(=O)Nc2cc(C)on2)nc2c(c1=O)SCC2
    -12	1	4	8	-8	-5	2	6	-1
#8 CCN(c1ccccc1)S(=O)(=O)c1cc(C(=O)Oc2ccc3c(C)cc(=O)oc3c2)ccc1C
    1	-8	5	5	-6	-7	2	0	0
#9 N#Cc1c2n(c(=S)n(-c3ccc(OC(F)F)cc3)c1=O)CCCCC2
    -6	-14	0	2	-4	-2	-11	-6	12
#10 CCOC(=O)[C@H]1[C@H]2COc3ccc(Br)cc3[C@@H]2N2C(=O)[C@H](C)NC(=O)[C@@]12C
    /	/	5	12	/	/	1	/	6
#11 O=[N+]([O-])c1ccc(N2CCCC2)nc1N1CCCC1
    8	-2	8	3	-4	-1	5	-3	11
#12 O=C(Cc1ccc(F)cc1)N/N=C/c1ccc(-c2ccc(Cl)c(C(=O)O)c2)o1
    -4	5	1	9	4	-1	0	3	6
#13 CCOC(=O)NC(=O)COC(=O)c1ccc(O)cc1
    -3	-9	29	-1	4	4	-6	-1	10
#14 COc1ccc(C(C)=O)cc1COc1cccc2cccnc12
    10	14	1	-6	6	1	-3	-1	1
#15 Cn1sc(=O)c2cc(S(=O)(=O)NC3CC3)ccc21
    4	-8	/	12	6	1	10	11	/
#16 CS(=O)(=O)N1CCN(c2ccccc2NC(=O)c2ccc3c(c2)OCCO3)CC1
    2	-8	-4	-5	-2	-4	-2	0	6
#17 CCOC(=O)C1CCN(C(=O)CN2C(=O)CSc3ccc(S(=O)(=O)N4CCOCC4)cc32)CC1
    -5	-2	-8	-3	4	-1	-1	-1	6
#18 COc1ccc(CCC(=O)Nc2nc(C)c(C(=O)N(C)C)s2)cc1
    -5	-5	0	17	-6	0	2	4	2
#19 O=C(COC(=O)c1cccnc1Cl)c1ccc(Cl)s1
    /	/	12	1	/	/	-2	/	-1
#20 N#C/C(=C\c1ccc(OC(=O)c2ccc(Br)s2)cc1)c1nc2ccccc2[nH]1
    -3	-7	-22	27	-22	-12	0	-6	-22
#21 COc1cccc(N2CCN(C(=O)c3cc4c(s3)-c3ccccc3OC4)CC2)c1
    -4	8	8	30	3	-2	5	-3	3
#22 CCc1cccc(C)c1N=Cc1c(O)c2ccccc2oc1=O
    0	-14	1	7	8	4	-1	-3	3
#23 O=C(c1ccccc1Cl)N1CCn2c1nc1ccccc12
    1	7	0	3	2	-1	-4	1	5
#24 O=C(CCNC(=O)c1ccc(Cl)cc1)Nc1ccccc1N1CCCC1
    -1	-5	8	20	-2	-1	4	-3	-6
#25 CC(C)c1nc(C#N)c(N2CCOCC2)o1
    7	-8	1	7	1	2	-4	1	13
#26 Cc1ccccc1OCCNc1cc(N2CC(C)NC(C)C2)ccc1[N+](=O)[O-] (configuration not stated)
    -12	-12	7	11	7	0	4	-3	1
#27 Cc1cc(C)nc(/N=c2/ssnc2Cl)c1
    -5	-2	11	-3	3	-1	0	27	19
#28 COC(=O)c1cc(NC(=O)c2cccnc2)cc(C(=O)OC)c1
    -1	-8	-8	-4	5	-2	0	-1	4
#29 CCC(=O)c1ccc(OCC(=O)OCC(=O)Nc2sccc2C(N)=O)cc1
    -4	-8	-9	16	11	4	-4	16	5
#30 Cc1cccc(C)c1OCCN1CCOCC1
    1	-13	0	0	-3	-3	-5	1	2
#31 O=C(NCC1CCCO1)c1ccc2c(=O)n(CC3CCCO3)c(=S)[nH]c2c1 (configuration not stated)
    7	-5	5	-8	5	2	-4	8	1
#32 CCSc1nnc(-c2ccc(S(=O)(=O)N3CCCC3)cc2)n1C
    -16	14	-6	11	-1	1	2	4	8
#33 COc1ccc(C(=O)NCCc2nnc3ccc(SCC(=O)Nc4cc(C)on4)nn23)cc1
    0	-18	-7	0	3	5	-4	5	6
#34 CC(C)CNC(=O)c1ccccc1NC(=O)c1ccc(CSc2ccccc2)cc1
    9	-3	-29	-7	-31	-18	-2	-2	-22
#35 Cc1c(Br)c([N+](=O)[O-])nn1C(C)C(=O)NCC1CCCO1 (configuration not stated)
    1	21	-2	-2	0	-2	-2	9	-3
#36 COc1ccccc1NC(=O)C(CC(C)C)NC(=O)C1CCCCC1 (configuration not stated)
    3	18	-8	4	0	-1	-2	6	0
#37 O=C(Nc1ncc([N+](=O)[O-])s1)C1COc2ccccc2O1 (configuration not stated)
    -15	0	4	-1	4	1	-7	-1	8
#38 CCOC(=O)N1CCC(NC(=O)c2cc3c(=O)[nH]c4ccccc4c3n2C)CC1
    -1	3	3	-6	7	4	0	3	6
#39 O=C(O)c1cccc(CN2C(=O)S/C(=C/c3ccccc3[N+](=O)[O-])C2=O)c1
    -1	3	1	-2	10	-1	-6	8	13
#40 CCCCOC(=O)Nc1nccs1
    -1	7	-4	6	1	1	1	1	1
#41 CN(Cc1nc2ccccc2c(=O)[nH]1)C(=O)c1ccccc1OCc1ccc(Cl)cc1
    /	9	-6	-12	0	-4	-1	/	2
#42 COc1ccc(C)cc1NC(=S)NC12CN3CN(CN(C3)C1)C2
    3	13	/	3	7	1	-2	8	/
#43 COc1ccc2nc(N3C(=O)CC(C(C)c4ccccc4)C3=O)sc2c1 (configuration not stated)
    -1	-9	1	-7	3	-2	1	-1	5
#44 CN(C)CCCN(C(=O)c1cccc(N2C(=O)CCC2=O)c1)c1nc2cc3c(cc2s1)OCO3
    -3	6	0	16	1	1	-8	3	1
#45 Cc1ccc(/C=C/S(=O)(=O)Nc2ccc(C)cc2)cc1
    1	16	-2	-51	-1	1	-3	4	4
#46 O=[N+]([O-])c1ccc(N/N=C/c2cn(-c3ccccc3)nc2-c2ccccc2)cc1
    -1	16	-55	5	-2	-16	-1	-15	9
#47 C=CCn1c(SCc2cc(C(=O)OC)c(C)o2)nnc1-c1ccncc1
    9	4	0	9	1	3	-3	4	-1
#48 Cc1nc(NC(=O)c2ccccc2)sc1-c1csc(NCCc2ccccc2)n1
    9	7	-20	30	-3	-10	-2	-15	-23
#49 CCCC1=NN(C(=O)Cc2ccc(OC)c(OC)c2)C(O)(C(F)(F)F)C1 (configuration not stated)
    -6	-16	6	-7	10	0	1	4	6
#50 Cc1ccc(C(=O)CSc2cc(C)[nH]c(=O)n2)cc1
    5	-3	3	8	2	-6	-6	4	-6
#51 Cc1ccc(CNCC(=O)Nc2ccc(N3CCOCC3)cc2)cc1
    -2	0	-11	15	2	-3	3	2	9
#52 O=C(CCCOc1ccc(Cl)cc1)N1CCOCC1
    -13	-9	6	9	11	-1	0	7	6
#53 CCN(CC)C(=O)c1c(-c2ccccc2)oc2ccc(O)cc12
    6	-8	-1	2	3	-2	-6	-4	1
#54 CCCCc1cc(=O)oc2cc(C)cc(OCC(=O)Nc3ccccn3)c12
    11	-1	-4	16	3	2	-3	1	1
#55 O=C(Cc1cccs1)Nc1nc2c(s1)CCCC2
    -6	9	1	4	1	1	0	-5	10
#56 COc1ccc(C(=O)N/N=C/c2ccc(OC)c(OS(=O)(=O)c3ccccc3)c2)cc1
    10	-1	-26	-23	-43	-22	4	-23	-10
#57 CCOC(=O)c1c(NC(=O)CSc2nnc(C)s2)sc2c1CCC(C)C2 (configuration not stated)
    -10	9	0	1	-6	-4	0	-5	-1
#58 Cc1ccc(CC(=O)Nc2nccs2)cc1
    -11	7	-3	2	-2	3	-2	1	6
#59 Cc1ccc(C(=O)NC(C)c2ccc(S(N)(=O)=O)cc2)s1 (configuration not stated)
    -2	-2	-8	-1	3	-2	3	-3	-2
#60 O=C(CCN1C(=O)c2ccccc2C1=O)Nc1ccc(-c2nc3ccccc3s2)cc1
    -12	6	-6	13	-8	0	-8	-11	1

(list continues)
Sequence of screens – EBNA-1 inh	ZTA DNA inh	PAFAH2 inh	PREPL inhibitor	LYPLA2 inh	LYPLA1 inh	PAD4 inh	GSTO1 counter	PAFAH1B3 FP inh
#61 CCOC(=O)CNC(=O)c1cn(CC(C)C)c(=O)c2cc(OC)c(OC)cc12
    8	-3	1	-1	-2	-1	-1	1	1
#62 C/C=C\C=C\C(=O)N1CC2(CC(c3cccc(NC(=O)/C(C)=C\C)c3)=NO2)C[C@H]1C(N)=O (some centres not stated)
    4	-4	-4	-7	3	1	-4	-1	2
#63 O=C(c1nnc(Cc2ccc(Cl)cc2)o1)N1CCc2ccccc2C1
    6	21	4	-17	4	4	0	0	-2
#64 CCOc1ccc(/C(O)=C2/C(=O)C(=O)N(c3ccccn3)C2c2ccc(C)cc2)c(C)c1 (configuration not stated)
    -4	-6	9	-4	4	0	-2	-3	8
#65 Cc1ccccc1-c1nnn(CC(=O)NCc2ccc3c(c2)OCO3)n1
    22	16	4	-2	0	0	-2	4	4
#66 COc1ccc(C)cc1NC(=O)C(OC(=O)C1=NNC(=O)CC1)c1ccccc1 (configuration not stated)
    /	/	3	7	/	/	0	/	11
#67 COc1ccc(N2C(=O)C3CCCN3C2c2cccc(C)c2)cc1 (configuration not stated)
    4	4	-4	1	-1	0	-3	6	0
#68 CC(OC(=O)c1ccc(S(=O)(=O)N(C)C)cc1)C(=O)Nc1ccc(Cl)cn1 (configuration not stated)
    -7	-5	-1	0	1	-3	-3	2	0
#69 CCC1=Nc2cc(C(=O)NCCN3CCOCC3)ccc2Sc2ccccc21
    -6	0	6	-7	-5	-8	-3	1	0
#70 O=C(NC1CCN(Cc2ccccc2)CC1)c1c(Cl)cccc1Cl
    11	-9	-4	15	-2	2	2	2	3
#71 Cc1ccc(NC(=O)C2CCCN(C(=O)c3ccc(Cl)cc3)C2)cc1C (configuration not stated)
    -4	10	5	-23	4	0	-5	7	4
#72 CCOC(=O)C1(Cc2ccccc2)CCN(Cc2cccn2-c2nccs2)CC1
    -1	34*	-4	-9	1	-4	0	4	-4
#73 Cc1ccc(CSCCNC(=O)c2ccccc2)cc1
    8	-1	1	-6	-3	0	-5	3	7
#74 CCN1CC=C2C(C#N)=C(N)C(C#N)(C#N)C(CCc3ccccc3)C2C1 (configuration not stated)
    -11	-10	2	15	2	2	20*	1	2
#75 CCN1CCCC1CNC(=O)C(NC(=O)C1CCC(C)CC1)C(C)C (configuration not stated)
    14	15	5	1	-1	-3	-7	-6	4
#76 NC(=O)C1CCN(c2oc(/C=C/c3ccccc3)nc2S(=O)(=O)c2ccccc2)CC1
    8	7	12	1	6	0	-5	-4	2
#77 O=C(CSc1nnc(-c2ccccn2)n1Cc1ccco1)c1ccc(-c2ccccc2)cc1
    3	10	-8	7	-5	-8	-5	-3	-6

Assay outcomes as filed in PubChem.

Only part of the results is shown; count on the stated rates, not on these rows.
